Source: PubChem BioAssay (several laboratories)
LAP4 TOR yeast = yeast TOR pathway LAP4-GFP modulation; S. cerevisiae LAP4-GFP multiplex, flow cytometry GFP, 3 h; median GFP as percent of DMSO wells; GFP response vs DMSO, % at 10 µM; 320,000 compounds, 0.34% hits; AID 2023;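 active = GFP response vs DMSO above a set limit, about the screen mean plus 3 SD, cut at about 150% in these data; inconclusive = under 70 cell events counted for the yeast strain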
MEP2 TOR yeast = modulators of TOR pathway MEP2-GFP in S. cerevisiae | S. cerevisiae MEP2-GFP strain, flow cytometry GFP, 3 h; 100% = DMSO control level | GFP response vs DMSO, % at 10 µM | 330,000 compounds, 0.51% hits;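 active = GFP response versus DMSO above a set limit, roughly screen mean plus 3 SD, cut at about 180% in these data; inconclusive = fewer than 70 cells counted for a yeast strain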;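 note: median GFP fluorescence of the barcode-gated MEP2-GFP cells per well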
CR mimetic SO = caloric restriction mimetics inhibiting age-related superoxide in yeast; S. cerevisiae aged cells, superoxide DHE fluorescence; active compounds read low; superoxide response (% of plate mean), % at 10 µM; 330,000 compounds, 0.18% hits; AID 2690;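 active = superoxide response under a set limit, about three screen SD below normal, cut at about 65% in these data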;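 note: yeast aged for seven days with compound at 30 °C before DHE staining; 100% = average MFI of all compound-treated wells on the plate with controls excluded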
AHR activator = activators of human aryl hydrocarbon receptor. P35869. AHR-responsive luciferase reporter cells, luminescence. activation, % at 5 µM. 320,000 compounds, 2.5% hits. AID 2796; in the data active = activation above about 47%;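 note: 0% = vehicle wells and 100% = reference agonist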
Target sequence (P35869 whole entry, looked up): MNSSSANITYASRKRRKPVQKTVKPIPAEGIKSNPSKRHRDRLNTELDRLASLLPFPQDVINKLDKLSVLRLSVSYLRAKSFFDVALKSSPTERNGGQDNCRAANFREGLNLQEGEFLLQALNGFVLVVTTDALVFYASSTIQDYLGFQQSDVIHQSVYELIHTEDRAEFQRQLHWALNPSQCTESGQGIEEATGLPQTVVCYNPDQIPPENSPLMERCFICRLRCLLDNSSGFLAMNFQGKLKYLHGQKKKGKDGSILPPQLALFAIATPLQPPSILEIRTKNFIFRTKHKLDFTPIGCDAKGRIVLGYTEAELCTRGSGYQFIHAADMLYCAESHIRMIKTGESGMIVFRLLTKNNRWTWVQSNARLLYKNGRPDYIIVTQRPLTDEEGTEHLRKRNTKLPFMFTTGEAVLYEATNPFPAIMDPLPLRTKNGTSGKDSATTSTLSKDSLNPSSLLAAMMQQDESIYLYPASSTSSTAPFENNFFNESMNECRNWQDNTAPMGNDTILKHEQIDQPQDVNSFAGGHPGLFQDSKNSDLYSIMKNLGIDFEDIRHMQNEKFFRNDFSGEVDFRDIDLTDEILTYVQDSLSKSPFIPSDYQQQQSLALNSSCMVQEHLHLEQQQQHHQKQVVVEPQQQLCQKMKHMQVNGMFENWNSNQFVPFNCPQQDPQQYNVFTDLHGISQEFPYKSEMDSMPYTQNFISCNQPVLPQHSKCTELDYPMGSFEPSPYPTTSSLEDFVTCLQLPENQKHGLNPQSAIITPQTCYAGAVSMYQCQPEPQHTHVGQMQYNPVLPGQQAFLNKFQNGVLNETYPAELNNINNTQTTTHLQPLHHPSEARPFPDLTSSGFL
Efflux pump inh = inhibitors of Candida antifungal efflux pumps expressed in yeast. S. cerevisiae Candida pump triplex, Nile Red efflux. inhibition, % at 10 µM. 330,000 compounds, 0.44% hits;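 active = plate passing quality check with inhibition over a set limit, or well fluorescence over plate mean plus 4 SD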;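 note: Nile Red retained in pooled yeast measured as flow cytometry median fluorescence; 0% = buffer negative control and 100% = Enniatin B positive control; higher means more Nile Red kept so more efflux inhibition; some compounds called inactive have numbers as strong as hits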
RPL19A TOR yeast = yeast TOR pathway RPL19A-GFP modulation; S. cerevisiae RPL19A-GFP strain, flow cytometry, 3 h; active compounds read low; percent response vs DMSO, % at 10 µM; 330,000 compounds, 0.3% hits; AID 2025;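 active = percent response vs DMSO below 50%; inconclusive = fewer than 70 events counted for the yeast strain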;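 note: median channel GFP fluorescence of the barcoded RPL19A-GFP strain; ratio of sample median GFP to plate DMSO average so 100% = DMSO; lower means less RPL19A-GFP as with rapamycin TOR inhibition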
CIT2-GFP yeast = yeast TOR pathway CIT2-GFP modulation; S. cerevisiae CIT2-GFP strain, flow cytometry, 3 h; 100 means same as DMSO wells; 320,000 compounds, 0.065% hits; AID 2029; GFP response vs DMSO, % at 10 µM;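 active = GFP response relative to DMSO above a set limit, near the screen mean plus 3 SD, cut at about 150% in these data; inconclusive = Fewer than 70 cells measured for a yeast strain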;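 note: ratio of well median GFP fluorescence to mean of DMSO wells on the plate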
AGP1-GFP MLPCN = modulators of TOR pathway AGP1-GFP in S. cerevisiae; S. cerevisiae AGP1-GFP multiplex flow cytometry, 3 h; GFP as percent of DMSO wells; GFP response vs DMSO, % at 10 µM; 320,000 compounds, 0.02% hits;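 active = GFP response relative to DMSO above a set limit, near screen average plus 3 SD, cut at about 150% in these data; inconclusive = fewer than 70 cells counted for the yeast strain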;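 note: median GFP channel fluorescence of the gated AGP1 strain per well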
An asterisk follows results filed as active; ? = inconclusive; nt = no result given; [ ] = dose if it differs, or a comment.

smiles	CR mimetic SO	RPL19A TOR yeast	AGP1-GFP MLPCN	AHR activator	LAP4 TOR yeast	Efflux pump inh	CIT2-GFP yeast	MEP2 TOR yeast
Cc1ccc(S(=O)(=O)N2CCCCC2)cc1C(=O)Nc1ccc(N2CCOCC2)cc1	101	97	104	8	105	0.0	102	106
CCCCN1C(=O)C2(NNc3ccccc3O2)c2ccccc21 (configuration not stated)	95	98	103	69*	116	0.1	111	113
Cc1c(C)c2ccc(OCC(=O)Nc3nccs3)cc2oc1=O	102	97	98	7	97	-0.1	97	95
CC1CC(C)CN(C(=O)c2cc(-c3ccncc3)nc3ccccc23)C1 (configuration not stated)	91	85	92	4	91	0.0	105	84
C=C[C@@H]1c2ccccc2N(S(=O)(=O)c2ccc(C)cc2)[C@H](c2ccc(C(=O)OC)cc2)C1(C#N)C#N	117	106	83	3	81	-0.1	96	93
Cc1ccc(CN2CC(C(=O)O)CC2=O)cc1 (configuration not stated)	95	99	106	0	99	0.0	106	99
Cc1ccc(N(C(=O)Cn2nnc(-c3ccccc3)n2)C(C(=O)NC2CCCCC2)c2ccccn2)cc1C (configuration not stated)	89	106	100	3	96	-0.1	101	109
CC(=O)c1ccc(C(=O)NC2CC(C)(C)Cc3c2cnn3-c2ccccc2)cc1 (configuration not stated)	116	102	97	8	97	0.0	97	97
Cc1nc(C)c(-c2ccc(SCC(=O)Nc3ccc(C)c(Cl)c3)nn2)s1	97	104	97	8	100	-0.7	99	113
CS(=O)(=O)N1CCCC(C(=O)NCc2cccs2)C1 (configuration not stated)	102	98	102	0	94	0.3	94	101
Cc1cc(SCC(=O)c2ccccc2)nc(=O)[nH]1	93	99	113	12	108	0.0	105	99
CC(NS(=O)(=O)c1ccc(NC(=O)N2CCCCC2)cc1)c1ccccc1 (configuration not stated)	111	111	102	4	81	0.1	113	109
Cc1ccc(NC(=O)C2CCN(S(=O)(=O)c3cccc(C(F)(F)F)c3)CC2)nc1	89	98	106	1	113	0.0	102	95
COc1ccc(CCC(=O)N2CCN(S(=O)(=O)c3ccc(OC(F)(F)F)cc3)CC2)cc1	111	96	91	-2	91	0.8	90	93
COC(=O)c1ccc(NC(=S)NCCc2ccccc2)cc1	92	98	91	0	99	0.0	101	99
CCOc1ccc(N2C(=O)Nc3ccc(Br)cc3C2(O)C(=O)NC(C)C)cc1 (configuration not stated)	110	100	106	4	111	0.2	99	103
CCOC(=O)C(=O)Nc1ccc(OCc2ccccc2)cc1	99	102	106	-3	111	0.0	96	102
CCC(C)N1C(=O)S/C(=C/c2ccc(Sc3nc4ccccc4[nH]3)o2)C1=O (configuration not stated)	133	95	98	5	104	0.2	97	110
Cc1cc(N2C(=O)C(O)=C(C(=O)c3ccco3)C2c2cccnc2)no1 (configuration not stated)	89	98	97	1	106	0.0	88	105
C/C=C/c1ccc(OCC(=O)Nc2cc(S(=O)(=O)N3CCOCC3)ccc2N2CCCC2)c(OC)c1	120	101	104	-2	106	0.0	95	104
CC(=O)c1ccc(S(=O)(=O)N2CCNC(=O)C2)cc1	100	96	100	0	101	-0.1	109	120
CCCn1c2c(c(O)c(C(=O)NC)c1=O)CCCC2	107	89	83	2	89	0.2	86	95
CCOC(=O)c1[nH]c(=O)[nH]c1CSCCO	105	106	107	7	108	0.1	106	112
COc1ccc(C(=O)c2c(O)cc(-c3ccc(OC)cc3)oc2=O)cc1	127	103	80	7	78	-0.1	103	100
Cc1ccc(NC(=O)N(CCCN2CCOCC2)Cc2cccnc2)cc1C	95	101	103	-1	101	0.1	99	99
CCOC(=O)C1CCN(C(=O)COC(=O)Cc2ccc(Cl)cc2)CC1	96	90	92	3	88	0.0	96	87
C=CCn1c(SCC(=O)c2cc(C)n(CCOC)c2C)nc2sc(C)c(C)c2c1=O	107	96	32	2	98	0.0	107	124
O=S(=O)(c1ccccc1)N1CCN(c2nnc(-c3ccccc3)c3ccccc23)CC1	101	96	100	-1	102	-0.2	102	97
COc1ccc2nc(NC(=O)C3CCCN(S(=O)(=O)c4cccs4)C3)sc2c1 (configuration not stated)	116	96	100	71*	97	0.1	94	101
CC(NC(=O)Nc1ccc([N+](=O)[O-])cc1)C(c1ccccc1)N1CCOCC1 (configuration not stated)	99	98	102	-1	97	-0.3	nt	105
Cc1cc(S(=O)(=O)NCc2cccs2)ccc1-n1cnnn1	99	97	93	0	85	0.0	93	96
COc1cc(OC)cc(-c2oc(=O)c3cc(OC)c(OC)cc3c2/C=C/c2ccc(F)cc2)c1	108	96	80	9	90	0.1	103	94
COCCNC(=O)Cn1nc(Cc2ccncc2)c2ccccc2c1=O	102	108	104	1	96	0.2	114	104
O=C(CSc1nc(C2CC2)nc2ccccc12)N1CCc2ccccc2C1	106	102	98	2	82	0.0	113	112
CCOC(=O)C(NC(=O)N1CCCCC1)(c1ccccc1)C(F)(F)F (configuration not stated)	102	97	90	-1	94	0.0	95	94
COc1ccc(CCNC(=O)CCS(=O)(=O)c2ccc(Br)cc2)cc1OC	88	104	109	1	100	-0.1	104	106
CC1CN(C(=O)CS(=O)(=O)Cc2ccc(Cl)cc2)CC(C)O1 (configuration not stated)	108	99	115	-2	107	-0.3	133	117
CC(=O)c1cc2c(cc1NC(=O)Cc1c(C)noc1C)OCO2	75	99	97	13	93	-0.1	103	101
O=C(NCC1CCCO1)C1CCCN(c2ncccn2)C1 (configuration not stated)	113	102	101	2	97	0.2	101	103
Cc1ccc(N2CC(C(=O)Nc3cccc(C(=O)NC4CC4)c3)CC2=O)cc1 (configuration not stated)	79	95	98	-1	96	0.2	98	96
CC(=O)NCC1=C(NC(C)=O)C2CC1C(C)(C)C2C (configuration not stated)	85	27*[may fluoresce violet]	?	5	67[may fluoresce violet]	0.0	?	600*[may fluoresce violet]
CC1c2[nH]c3ccccc3c2C[C@H]2C(=O)N(CCCN(C)C)CC(=O)N12 (some centres not stated)	96	100	93	-1	98	-0.2	99	110
O=C(COC(=O)CNC(=O)c1ccccc1F)Nc1cccnc1Cl	101	106	94	0	99	0.1	103	97
O=C(Cc1ccc(-n2c(=O)c3ccccc3n(Cc3ccccc3Cl)c2=O)cc1)NCC1CCCO1 (configuration not stated)	107	96	92	-1	98	0.2	99	103
CCC(=O)OCc1cc2cccc(C)c2[nH]c1=O	101	103	106	12	102	0.1	104	112
O=C(c1ccc(Cl)s1)N1CCCC1	92	98	102	-2	101	-0.1	nt	105
CS(=O)(=O)N1CCN(c2ncnc3c2cnn3-c2ccccc2)CC1	87	100	99	2	96	-0.3	96	93
Cc1ccc(CNC(=O)C(=O)NCC2OCCN2S(=O)(=O)c2cccs2)cc1 (configuration not stated)	88	94	97	1	109	0.1	95	104
CC(C)=CC(=O)Nc1nnc(-c2cccnc2)s1	106	104	95	10	90	0.6	81	102
O=C(c1ccc2ccccc2c1)N1CCCCC1	110	98	88	0	91	-0.1	97	103
COc1ccc(OCC(O)CNC(=O)c2ccc(Br)cc2)cc1 (configuration not stated)	91	114	114	4	107	0.1	112	108
CSCCC(NC(=O)COc1ccccc1)C(=O)N1CCN(c2ccccc2)CC1 (configuration not stated)	100	99	99	0	106	0.4	102	99
O=C(NCCCN1CCOCC1)c1cc(C(=O)C2CC2)c[nH]1	82	97	100	2	97	-0.2	103	102
O=C(Nc1nc2c(Br)cccc2s1)C1CC1	73	99	94	132*	104	-0.1	105	98
COC(=O)C1=C(C)NC(=O)C1(NS(=O)(=O)c1ccc(C)cc1)C(F)(F)F (configuration not stated)	104	99	104	0	110	-0.1	103	105
Cc1ccccc1-c1nnc2c3ccccc3c(C)nn12	96	98	106	35	122	0.0	106	107
CCOC(=O)C1CCCN(C(=O)c2cncc(Br)c2)C1 (configuration not stated)	101	98	98	2	94	0.1	96	107
CC(=O)c1ccc(NC(=O)CNCC(c2ccccc2)N(C)C)cc1 (configuration not stated)	84	108	102	-1	104	0.6	114	109
NCCOc1ccccc1-c1ccccc1	92	106	111	0	105	0.0	102	97
C=CCOc1cccc(C(=O)N2CCCC(Nc3ccc(F)cc3)C2)c1 (configuration not stated)	107	102	106	4	105	0.1	101	105

More results.
smiles	CR mimetic SO	RPL19A TOR yeast	AGP1-GFP MLPCN	AHR activator	LAP4 TOR yeast	Efflux pump inh	CIT2-GFP yeast	MEP2 TOR yeast
Cc1ccc(N2C(=O)c3n[nH]c(C)c3C2c2ccco2)cc1 (configuration not stated)	87	102	102	2	100	-0.1	105	101
CCOC(=O)C1CCN(C2=C(NS(=O)(=O)c3ccc(Br)cc3)C(=O)c3ccccc3C2=O)CC1	199	97	97	4	91	0.0	106	99
Cc1cccc(OCc2nnc(SCC(=O)c3ccccc3)o2)c1	100	95	89	-2	96	0.0	95	95
CC(C)c1csc(CN2CCC(CO)(Cc3cccc(F)c3)CC2)n1	107	99	101	-1	102	0.0	100	103

Two records drawn at random from those above, as already listed:
smiles	CR mimetic SO	RPL19A TOR yeast	AGP1-GFP MLPCN	AHR activator	LAP4 TOR yeast	Efflux pump inh	CIT2-GFP yeast	MEP2 TOR yeast
O=C(NCCCN1CCOCC1)c1cc(C(=O)C2CC2)c[nH]1	82	97	100	2	97	-0.2	103	102
CCOC(=O)c1[nH]c(=O)[nH]c1CSCCO	105	106	107	7	108	0.1	106	112
